Assay outcomes (PubChem BioAssay)
mIAP inh: mouse IAP inhibition. purified mouse IAP, CDP-Star luminescence, 30 min. inhibition, % at 10 µM. 0.2% of 330,000 active. AID 2806;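 active = inhibition of at least 40% at 10 µM in the primary screen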;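 note: plate controls were DMSO with enzyme for no effect and no enzyme wells for full effect; values of inactives mirror those of a sister screen read the other way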
NLRP3 yeast inh: blocks the NALP3 inflammasome reconstituted in yeast; Yeast reconstituted NLRP3/ASC/caspase-1, beta-gal luminescence, 24 h; inhibition, % at 10 µM; 0.39% of 330,000 active;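 active = inhibition of 50% or more; inactive = inhibition below 50%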;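 note: plate controls were induced DMSO wells for no effect and uninduced yeast grown without galactose for full effect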
hIAP activ: increases human intestinal alkaline phosphatase activity; P09923; purified human IAP, CDP-Star luminescence, 30 min; hits give high values; 1 = vehicle-only enzyme, 0 = enzyme-free background; activation factor at 10 µM; 0.16% of 330,000 active;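 active = activation factor of the enzyme at least 2-fold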; note: the source names both 10 and 20 µM as test concentration; values of inactives mirror those of a sister screen read the other way
TIM10 inh: TIM10 yeast growth inhibition; inhibition, % at 10 µM; 1.4% of 330,000 active; S. cerevisiae TIM10 strain growth, BacTiter-Glo luminescence, 24 h;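 active = inhibition of 40% or more at the single tested concentration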;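 note: wild-type TIM10 isogenic control strain grown at permissive 25 °C; 0% = DMSO yeast wells and 100% = minimal medium wells without yeast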
Apaf1 inhib: blocks human Apaf-1 apoptosome activity; 0.71% of 330,000 active; O14727; inhibition, % at 20 µM; reconstituted apoptosome caspase-3 activity, DEVD-Rh110 fluorescence; active = inhibition of at least 40% at 20 µM;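 note: plate controls were DMSO wells for no effect and DEVD-CHO caspase inhibitor wells for full effect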
Target sequence (O14727 whole entry, looked up): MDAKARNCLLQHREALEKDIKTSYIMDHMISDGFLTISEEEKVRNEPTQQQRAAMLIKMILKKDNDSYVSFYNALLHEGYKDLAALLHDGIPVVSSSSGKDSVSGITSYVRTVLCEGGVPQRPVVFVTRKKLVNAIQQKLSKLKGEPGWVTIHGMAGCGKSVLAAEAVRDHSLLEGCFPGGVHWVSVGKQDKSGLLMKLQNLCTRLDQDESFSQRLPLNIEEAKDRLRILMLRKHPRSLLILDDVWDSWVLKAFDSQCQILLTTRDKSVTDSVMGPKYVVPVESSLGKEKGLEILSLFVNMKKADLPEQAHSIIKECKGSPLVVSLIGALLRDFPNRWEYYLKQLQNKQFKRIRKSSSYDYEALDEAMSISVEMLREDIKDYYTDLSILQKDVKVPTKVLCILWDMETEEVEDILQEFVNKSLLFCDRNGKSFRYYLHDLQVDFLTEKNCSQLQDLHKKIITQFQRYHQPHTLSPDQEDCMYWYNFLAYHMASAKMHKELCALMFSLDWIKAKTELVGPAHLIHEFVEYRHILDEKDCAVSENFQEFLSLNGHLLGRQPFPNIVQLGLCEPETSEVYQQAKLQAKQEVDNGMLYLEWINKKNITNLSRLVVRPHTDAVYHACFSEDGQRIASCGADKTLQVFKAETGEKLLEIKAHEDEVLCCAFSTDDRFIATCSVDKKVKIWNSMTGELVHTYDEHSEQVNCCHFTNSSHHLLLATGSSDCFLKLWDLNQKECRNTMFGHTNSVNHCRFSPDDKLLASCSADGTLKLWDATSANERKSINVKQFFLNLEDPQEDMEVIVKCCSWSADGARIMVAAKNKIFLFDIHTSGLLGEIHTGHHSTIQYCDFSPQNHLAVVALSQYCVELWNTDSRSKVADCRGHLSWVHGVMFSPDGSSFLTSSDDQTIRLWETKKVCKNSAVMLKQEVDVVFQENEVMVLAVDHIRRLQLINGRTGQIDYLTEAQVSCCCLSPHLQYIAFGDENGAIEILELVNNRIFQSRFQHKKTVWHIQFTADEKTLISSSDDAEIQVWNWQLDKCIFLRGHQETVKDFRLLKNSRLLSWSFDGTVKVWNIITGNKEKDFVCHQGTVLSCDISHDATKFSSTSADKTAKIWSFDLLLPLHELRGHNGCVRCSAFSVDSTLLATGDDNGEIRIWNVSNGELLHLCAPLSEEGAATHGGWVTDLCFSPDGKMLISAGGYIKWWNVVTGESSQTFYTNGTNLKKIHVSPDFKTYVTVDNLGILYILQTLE
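Material: biochemical Apaf-1 apoptosome reconstitution. Medium: Hepes buffer, pH 7.5. Also added: cytochrome c activation, bis-DEVD rhodamine 110 substrate. Timing: 30 min compound preincubation, 50 min activation, room temperature. Measured by: rhodamine 110 fluorescence at Ex 480/Em 540 nm.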
tim10-1 inh: tim10-1 yeast growth inhibition | S. cerevisiae tim10-1 ts strain growth, BacTiter-Glo, 24 h | inhibition, % at 20 µM | 2.2% of 330,000 active;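 active = inhibition of at least 40%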;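 note: mutant grown at 25 °C; 0% = DMSO wells with yeast and 100% = wells holding no yeast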
mIAP activ: increases mouse intestinal alkaline phosphatase activity; AID 2805; activation factor at 10 µM; 0.24% of 330,000 active; muIAP, CDP-Star luminescence, 30 min; hits give high values; 1 = vehicle-only enzyme signal, 0 = enzyme-free wells;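 active = activation factor of at least 2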; note: the source names both 10 and 20 µM as test concentration; values of inactives mirror those of a sister screen read the other way
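System: Mouse IAP enzyme | Also added: CDP-Star substrate | Dosing: Compounds dispensed in DMSO | Schedule: 30 min enzyme-substrate-compound incubation at room temperature | Technique: Chemiluminescence readout | Control set: DMSO-only wells and no-enzyme negative control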
ATG4B inh: inhibitors of human ATG4B cysteine protease; ATG4B cleavage of LC3-PLA2, NBD-HPC fluorescence, 1 h; AID 504462; Q9Y4P1; 0.51% of 340,000 active; inhibition, % at 8.33 µM; in the data active = inhibition above about 40%
hIAP block: blocks human intestinal alkaline phosphatase | P09923 | purified IAP, CDP-Star luminescence, 30 min | inhibition, % at 10 µM | 0.12% of 330,000 active | AID 2544;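 active = inhibition reaching a set limit with compound at 10 µM in the primary screen, cut at about 35% in these data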;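 note: plate controls were DMSO wells with enzyme for no effect and no-enzyme buffer wells for full effect; values of inactives mirror those of a sister screen read the other way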
The depositor's hits bear a star; . = no result given. This is a random part of the collection; 4.5% or so of the library scored in one or more.

SMILES	mIAP inh	NLRP3 yeast inh	hIAP activ	TIM10 inh	Apaf1 inhib	tim10-1 inh	mIAP activ	ATG4B inh	hIAP block
CCOC(=O)[C@H]1[C@H]2COc3ccc(Br)cc3[C@@H]2N2C(=O)CN(Cc3ccco3)C(=O)[C@@]12C	4	-3	0.89	4	5	18	0.96	-10	11
Cc1cc(C)nc(OC(C(=O)O)C(OCCc2ccccc2)(c2ccc(F)cc2)c2ccc(F)cc2)n1 (centres undefined)	24	14	1.4	12	8	14	0.76	-4	-37
CCOc1ccc(OCCC(=O)N2CCN(S(=O)(=O)c3cccc(F)c3)CC2)cc1	0	24	1.1	5	17	37	1	-4	-10
COc1ccc(OCC(=O)N(C)Cc2ccccc2)cc1	4	40	1	3	-5	16	0.96	2	-4
O=C(Nc1ccccc1)c1ccc(-c2ccc([N+](=O)[O-])cc2)o1	9	25	1.1	1	10	13	0.91	-5	-7
CN1CCN(CCC2Oc3cc([N+](=O)[O-])ccc3NC2=O)CC1 (centres undefined)	17	8	1.1	-18	-4	4	0.83	-3	-8
Cc1ccc(C(=O)Nc2ccc(F)cc2)o1	0	14	1	11	-2	6	1	-5	-4
COc1ccc(-c2nc(CS(=O)(=O)CC(=O)Nc3cccc(C(C)=O)c3)c(C)o2)cc1	7	20	0.98	-7	3	-4	0.93	-9	2
CC(C)NC(=O)NC(=O)COC(=O)c1cc(S(=O)(=O)N2CCCCC2)ccc1N1CCOCC1	-11	9	0.76	2	12	7	1.1	-3	24
CS(=O)(=O)c1ccc(Cl)c(NC(=O)c2cccc(N3C(=O)CCC3=O)c2)c1	6	14	0.86	5	1	-1	0.94	-8	14
Cc1noc(C)c1C(=O)N1CCCC(C(=O)c2cccc(OC(C)C)c2)C1 (centres undefined)	-1	9	0.87	27	-7	10	1	-15	13
CCCCc1ccc(NC(=O)NCc2ccccn2)cc1	-34	27	1	9	19	24	1.3	3	-2
CS(=O)(=O)c1ccc(Cl)c(NC(=O)CCNC(=O)c2ccco2)c1	-3	16	1.1	-3	-10	-13	1	-3	-9
Clc1ccc(-c2cn3c(n2)SCC3)cc1	-2	47	0.93	-7	8	-13	1	1	7
CCc1nnc(NC(=O)c2ccc(-c3ccc(C(C)=O)cc3)o2)s1	0	5	0.93	11	14	17	1	2	8
Cn1cccc1C(=O)NC1CCCCCC1	11	10	0.9	-2	-13	2	0.89	7	10
Cc1ccc(CSc2nnc(SCC(=O)N/N=C/C=C/c3ccco3)s2)cc1	14	17	1.1	0	2	18	0.86	9	-6
O=C(Cc1ccccc1F)Nc1nc(-c2cccnc2)cs1	-14	-3	0.99	-29	15	-12	1.1	2	1
CCCC(C)C(=O)Nc1nc(C)c(-c2csc(Nc3ccc(Cl)cc3)n2)s1 (centres undefined)	9	-4	1	30	20	44*	0.91	1	-2
CCn1cc(C(=O)NCCCN2CCC(C)CC2)c(=O)c2cc(S(=O)(=O)N3CCCC3)ccc21	-2	17	0.94	2	13	22	1	-10	6
CCO[C@H]1OC(C(N)=O)=C[C@@H](c2csc3ccccc23)[C@@H]1CCCO	-2	4	1.2	-10	7	-10	1	1	-16
Nc1c(N(CCC2=CCCCC2)C(=O)c2ccc([N+](=O)[O-])o2)c(=O)[nH]c(=O)n1Cc1ccccc1	0	16	1.2	12	15	18	1	2	-23
COc1ccc(/C=C(/C(=O)Nc2ccccc2C(=O)N2CCCC2)c2ccccc2)cc1	1	-6	1	43*	23	34	0.99	-8	0
Cc1ccc(NC(=O)CN(C)C(=O)COC(=O)c2nccnc2N)cc1	4	0	1	10	-5	11	0.96	2	-5
CCOC(=O)C1Oc2ccccc2C(c2cccc3ccccc23)=C1C(=O)OC (centres undefined)	13	.	.	1	18	17	0.87	-3	.
CN(C)S(=O)(=O)c1ccc(N2CCCC2)c(C(=O)OCC(=O)NC2CCCCC2)c1	0	10	0.94	-5	7	-9	1	-6	6
CCC(C)NS(=O)(=O)c1ccc(S(=O)(=O)N2CC=C(c3ccc(F)cc3)CC2)cc1 (centres undefined)	8	7	0.84	2	6	25	0.92	-11	16
CC(C)c1ccc(NC(=O)CNS(=O)(=O)c2ccc(F)cc2)cc1	2	11	1	5	6	12	0.97	-3	0
COCCCn1c(=O)c2sccc2n(Cc2cccc(F)c2)c1=O	1	15	1.1	1	-7	12	0.99	-10	-14
COc1cc(OC)cc(C(=O)N[C@H](C(=O)OCC(=O)Nc2ccc(F)c(F)c2)C(C)C)c1	-6	0	1	26	2	15	1.1	-6	0
CC(=O)NCC(=O)OCC(=O)c1ccccc1	12	10	0.94	2	-18	9	0.88	5	6
CCOc1cc(C(=O)Nc2ccc(N3CCOCC3)cc2)cc(Br)c1OC	-16	8	1.2	1	10	22	1.2	-9	-15
COC(=O)c1c(C)oc2c1cc(NS(=O)(=O)c1ccc(C(=O)O)cc1)c1ccccc12	4	23	0.94	0	7	7	0.96	0	6
COc1ccc(CCNC(=O)C2CC3Cn4c(nc5ccccc54)C3N2c2ccccc2)cc1 (centres undefined)	3	8	1.1	2	9	8	0.97	-5	-14
COc1ccc(Cc2nnc(SCC(=O)N(C)CC(=O)Nc3ccc(C)cc3)o2)cc1	4	-1	0.99	3	9	14	0.96	-7	0
COc1ccc(CCN2C(=O)C3C4C=CC(C4)C3C2=O)cc1OC (centres undefined)	4	6	0.83	3	-12	4	0.96	7	17
COc1ccc(NC(=O)CS(=O)c2cccc(C(F)(F)F)c2)cc1 (centres undefined)	8	1	0.91	9	-2	-2	0.92	6	9
CCOC(=O)c1c(/N=C/c2cccc([N+](=O)[O-])c2O)sc(C)c1C	6	18	0.99	-12	7	17	0.94	19	1
Cc1noc(C)c1S(=O)(=O)N(CC(=O)NCc1ccc2c(c1)OCO2)c1ccc(C(C)C)cc1	-23	12	1.1	10	6	23	1.2	-4	-9
Cc1nc(-c2ccccc2O)n(-c2ccccc2)n1	2	8	0.93	4	-2	0	0.98	-6	7
Nc1n[nH]c(-c2ccc(Br)cc2)c1Cl	0	3	1.1	16	11	12	1	-4	-5
CC(C)(C)c1ccc(OCC(O)CN(CCO)CC(O)Cn2ccc3ccccc32)cc1 (centres undefined)	7	6	0.89	18	23	15	0.93	9	11
CCCC(=O)Nc1ccc(-c2nc3cc(C)c(C)cc3o2)c(O)c1	-44	20	0.86	-16	-8	-12	1.4	2	14
COc1cc(OC)c(C(=O)NNC(=S)NC2CCCCC2)cc1OC	11	12	0.97	9	-6	4	0.89	2	3
CC(=O)c1ccc(N2CCN(CC(=O)Nc3ccccc3N3CCOCC3)CC2)cc1	-4	-2	0.94	19	2	20	1	-4	6

A different layout for part of the listing above:
The line under a structure holds: mIAP inh	NLRP3 yeast inh	hIAP activ	TIM10 inh	Apaf1 inhib	tim10-1 inh	mIAP activ	ATG4B inh	hIAP block
- COc1ccc(CCNC(=O)C2CC3Cn4c(nc5ccccc54)C3N2c2ccccc2)cc1 (centres undefined)
 : 3	8	1.1	2	9	8	0.97	-5	-14
- CC(=O)c1ccc(N2CCN(CC(=O)Nc3ccccc3N3CCOCC3)CC2)cc1
 : -4	-2	0.94	19	2	20	1	-4	6
- COc1ccc(Cc2nnc(SCC(=O)N(C)CC(=O)Nc3ccc(C)cc3)o2)cc1
 : 4	-1	0.99	3	9	14	0.96	-7	0
- COc1ccc(NC(=O)CS(=O)c2cccc(C(F)(F)F)c2)cc1 (centres undefined)
 : 8	1	0.91	9	-2	-2	0.92	6	9
- COc1cc(OC)c(C(=O)NNC(=S)NC2CCCCC2)cc1OC
 : 11	12	0.97	9	-6	4	0.89	2	3

Continuation:
SMILES	mIAP inh	NLRP3 yeast inh	hIAP activ	TIM10 inh	Apaf1 inhib	tim10-1 inh	mIAP activ	ATG4B inh	hIAP block
O=C1C(Cl)=C(NCc2cccnc2)C(=O)c2ccccc21	-9	2	1	39	85*	45*	1.1	-4	-4
COc1cccc(N2C(=O)Nc3ccc(Br)cc3C2(O)C(=O)NCCCN(C)C)c1 (centres undefined)	-4	8	0.94	-15	2	2	1	-2	6
Cc1cc(N/N=C\c2ccc(Br)cc2)nc(-n2nc(C)cc2C)n1	18	34	1.2	29	23	31	0.82	1	-20
CSc1cccc(NC(=O)CSc2ncccc2C(=O)Oc2cccc([N+](=O)[O-])c2)c1	-4	-3	1	-5	3	11	1	9	-4
CC1=CC=CC2=NC(=O)CC(C)(C(=O)N(CC(=O)NC(C)C)C3CCCC3)N12 (centres undefined)	0	4	1.1	5	-19	-6	1	-1	-9
OCC1(CC2CCCCO2)CCN(Cc2ccccc2-c2ccco2)CC1 (centres undefined)	11	7	0.93	3	9	13	0.89	13	7
Cc1ccc(S(=O)(=O)NCc2csc(-c3cccs3)n2)cc1	0	7	0.86	31	-9	36	1	-5	14
NC(N)=Nc1nc(-c2ccccc2)c2cc(Cl)ccc2n1	5	16	1.4	13	28	-16	0.95	10	-40
CCC(c1nnnn1CCc1ccccc1)N(Cc1ccco1)Cc1cc2cc(C)cc(C)c2[nH]c1=O (centres undefined)	7	8	1.1	15	22	30	0.93	-13	-12
CC(=O)Nc1ccc(S(=O)(=O)N2CCC(C(=O)O)(c3ccccc3)CC2)cc1	2	20	0.96	2	-12	-15	0.98	-4	4
O=C(Nc1ccccc1Cl)c1cnccn1	5	-9	0.89	8	-12	3	0.95	8	11
COc1ccc(/C=C\C(=O)NCC(=O)N/N=C/c2cccc(OC)c2O)cc1	16	1	1.7	9	-2	6	0.84	-2	-74
COc1ccc(C2CC(=O)c3cnc(NC(=O)c4ccccc4)nc3C2)cc1OC (centres undefined)	-4	12	0.82	2	-1	9	1	6	18
Cc1ccc(S(=O)(=O)N(C)C[C@@H]2Oc3ccc(NC(=O)Cn4cnnn4)cc3C(=O)N([C@@H](C)CO)C[C@H]2C)cc1	0	17	0.85	-1	2	5	1	-17	15
COc1ccc(N2CCN(CCNC(=O)c3ccc4c(c3)[nH]c(=S)n3c5ccccc5nc43)CC2)cc1	12	26	0.95	-33	0	-1	0.88	-2	5
Cc1ccc(NC(=S)NCCCN2CCOCC2)cc1C	0	7	0.92	13	2	4	1	1	8
COCc1cc(C)n(CC(=O)NC(C)c2ccccc2)c(=O)c1C#N (centres undefined)	-3	1	1.1	0	1	5	1	-3	-13
Cc1[nH]c2ccccc2c1C(=O)COC(=O)Cn1cnc2ccccc21	2	2	0.88	8	-9	2	0.98	-7	12
Cc1ccnc(NS(=O)(=O)c2ccc(NS(=O)(=O)c3ccc([N+](=O)[O-])cc3)cc2)n1	1	13	1	-10	8	14	0.99	4	-1
CCOC(=O)N1CCN(C(=O)C2CCCN(S(=O)(=O)c3ccc(F)cc3)C2)CC1 (centres undefined)	-4	16	0.92	0	-1	-1	1	-1	8
N#Cc1ccc(OCC(=O)N2CCN(c3ccc(C(F)(F)F)cn3)CC2)cc1	-7	16	1.1	3	-17	7	1.1	2	-12
CCCc1cc(C(=O)Nc2cc(C)nn2-c2ccccc2)no1	2	19	0.98	6	3	20	0.98	-12	2
CC(=O)c1c2c3c(c(Br)ccc3n(C)c1=O)C(=O)c1ccccc1-2	3	14	0.94	28	14	40	0.97	-7	6
CCCCc1c(C)nc2ccccc2c1SCCC#N	12	20	1.1	28	-6	17	0.88	-7	-8
Cc1ccc(SCCNC(=O)/C=C/c2ccc([N+](=O)[O-])cc2)cc1	8	30	0.78	14	12	12	0.92	37	22
Cc1ccc2nc(SCC(=O)Nc3nonc3N)[nH]c2c1	24	25	1.2	-2	-10	-18	0.76	1	-22
COc1ccc2[nH]cc(CCNC(=O)CS(=O)(=O)Cc3ccccc3)c2c1	-2	13	0.94	4	6	7	1	-5	6
